High-throughput results deposited in PubChem BioAssay by National Center for Advancing Translational Sciences (NCATS).
Eya2 phos inh = Eya2 (human) phosphatase inhibition. AID 488837. recombinant Eya2, OMFP fluorescence dephosphorylation (OMFP is methylfluorescein phosphate). 330,000 tested, 0.006% active. O00167. Potency, µM (top dose mostly 76.9 µM), for inactives: top-dose activity, negative = inhibition, hits mostly inhibitors; also: potency is read from the fitted curve at half-maximal effect; % is scaled to controls: 0 for no effect and ±100 for the full control effect
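Eya2 (0.2 uM) preincubated 10 min at ambient with compound, then OMFP substrate added at 50 uM; 10 min reaction in 50 mM HEPES pH 7.5, 50 mM NaCl, 5 uM MgCl2, 0.05% BSA, 1 mM DTT. Fluorescence read at Ex 485/Em 525 nm.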
Mito fusion yeast = mitochondrial division inhibition or fusion activation. S. cerevisiae fusion-defective mutant growth rescue, CellTiterGlo 48 h. Potency, µM (top dose mostly 46.1 µM), inactives show at the top dose growth rescue (activation), actives largely listed as activators. 320,000 tested, 0.23% active. AID 485298;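 also: potency is read from the fitted curve at half-maximal effect; % of control where 0% means no effect; nearly all actives have a fitted effect of over 45% in size; temperature-sensitive fusion mutants such as fzo1-1 at 37 °C on non-fermentable ethanol glycerol medium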
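S. cerevisiae fusion-defective temperature-sensitive mutants (e.g. fzo1-1, mgm1-5) grown 48 h at 37C in YPEG (ethanol/glycerol non-fermentable) medium with 23 nl compound per well; growth rescue read as CellTiterGlo luminescence.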
AT treatment = potential ataxia-telangiectasia treatments restoring KAP-1 phosphorylation | […] A-T fibroblasts, KAP-1 phosphorylation AlphaLISA; neocarzinostatin DNA damage 30 min before lysis | 320,000 tested, 0.19% active | Potency, µM (top dose mostly 57.5 µM), for inactives: at the top dose activation, usual class: activators; also: potency is read from the fitted curve at half-maximal effect; % of control where 0% means no effect; nearly all actives have a fitted effect of over 45% in size
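hTERT-immortalized A-T patient fibroblasts ([…]), 500 cells/well in OPTI-MEM, 1% FBS, got compounds for 60 min, then NCS for 30 min at 37C. Lysates were then assayed for phospho-KAP-1 by AlphaLISA (anti-pKAP1 donor, anti-KAP1 acceptor beads), 6 hr at 25C.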
Tb PFK block = T. brucei PFK enzyme inhibition. O15648. T. brucei PFK, ADP-Glo luminescence. Potency, µM (doses to about 57.5 µM), for the others: at the top dose activity, negative = inhibition, usual class: inhibitors. 330,000 tested, 0.17% active. AID 485367;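 also: potency is read from the fitted curve at half-maximal effect; 0% = uninhibited 1x PFK enzyme wells and -100% = no-enzyme wells; nearly all actives have a fitted effect of over 60% in size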
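Compounds were pin-transferred as a titration series up to 57 uM into substrate buffer (0.5 mM F6P, 0.1 mM ATP, pH 8.0), then 1.25 nM PFK was added and reactions ran 45 min before ADP-Glo detection.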
TCR activator = T cell receptor activation; primary human leukocytes, anti-CD3, IL-2 HTRF, 48 h; Potency, µM (top dose mostly 9.22 µM), inactives show at the highest dose activation of IL-2 secretion, actives largely listed as activators; 330,000 tested, under 10 active; AID 504894; also: % of control where 0% means no effect
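IL-2 produced over 48 hr by a-CD3 bead-stimulated primary human leukocytes exposed to compounds was detected with a homogeneous time-resolved FRET immunoassay, 665nm acceptor signal after 320nm excitation.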
a7 integrin act = activates integrin-mediated alleviation for muscular dystrophy; Potency, µM (series often up to 38.3 µM), for the others: at the highest dose activation, hits mostly activators; AID 624291; 350,000 tested, 0.064% active; alpha7betagal myoblasts, beta-gal FDG fluorescence, 48 h;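 also: potency is read from the fitted curve at half-maximal effect; 100% = response of the positive control SU9516; nearly all actives have a fitted effect of over 60% in size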
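Alpha7betagal+/- myoblasts (passage 13) were plated 16-24 hr, then exposed to compounds (1:260 dilution of DMSO stock) for 48 hours at 37C. After MPER lysis, β-galactosidase reporter activity was read as FDG fluorescence (ex 480/em 540) after 30 minutes.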
TSHR antag = blocks TSH signaling through the human TSH receptor. TSHR-expressing cells, TSH-stimulated cAMP HTRF, 2 h; active compounds read low. activity change, negative = inhibition, % at 11.5 µM. 330,000 tested, 0.2% active;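 active = activity change below a set negative limit, meaning inhibition stronger than a set level, cut at about -70% in these data; inconclusive = activity change between two set negative limits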; also: % is scaled to controls: 0 for no effect and ±100 for the full control effect
Target sequence (P16473 whole entry, looked up): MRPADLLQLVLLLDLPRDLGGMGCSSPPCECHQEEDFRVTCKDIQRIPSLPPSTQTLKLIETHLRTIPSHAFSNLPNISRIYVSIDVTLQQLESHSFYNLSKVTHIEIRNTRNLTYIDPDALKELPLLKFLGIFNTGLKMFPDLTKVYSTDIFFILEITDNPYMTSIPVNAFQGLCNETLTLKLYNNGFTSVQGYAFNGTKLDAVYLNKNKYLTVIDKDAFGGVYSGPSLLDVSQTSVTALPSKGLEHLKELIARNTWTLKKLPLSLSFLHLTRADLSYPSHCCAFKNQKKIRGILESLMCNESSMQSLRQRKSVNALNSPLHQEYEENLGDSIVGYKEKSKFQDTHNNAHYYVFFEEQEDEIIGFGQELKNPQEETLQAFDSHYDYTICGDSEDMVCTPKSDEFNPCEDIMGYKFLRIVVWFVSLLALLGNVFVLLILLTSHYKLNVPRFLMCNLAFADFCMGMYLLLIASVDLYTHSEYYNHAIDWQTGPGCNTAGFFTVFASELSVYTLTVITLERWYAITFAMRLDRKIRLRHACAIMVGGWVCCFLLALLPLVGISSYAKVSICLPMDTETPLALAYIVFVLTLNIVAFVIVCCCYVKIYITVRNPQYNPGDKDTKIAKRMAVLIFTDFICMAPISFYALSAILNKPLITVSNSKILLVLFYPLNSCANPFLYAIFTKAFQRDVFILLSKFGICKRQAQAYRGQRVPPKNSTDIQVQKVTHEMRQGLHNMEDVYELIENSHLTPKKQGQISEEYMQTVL
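Antagonism was scored as loss of TSH-driven cAMP in TSHR cells, stimulated with 4nM TSH (EC80) for 2 hours at 37 deg C and detected by homogeneous HTRF competition immunoassay.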
TSG101-PTAP inh = blocks PTAP/TSG101 interaction to inhibit HIV-1 budding; Q99816; Fluorescence polarization, FITC-PTAP peptide / Tsg101 binding; Potency, µM (doses to about 115 µM), for inactives: at the highest dose activity change, negative = inhibition, actives largely listed as inhibitors; 340,000 tested, under 10 active; active = well fitted inhibition curve with a large enough effect in the main read-out, with a control signal flat, not every such curve was filed as active; inconclusive = small, poorly fitted or top-dose-only effect, or effect the other way, or a change in a side signal; inactive = no such curve, though single readings can be large or run the other way; also: potency is read from the fitted curve at half-maximal effect; % of control where 0% means no effect
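Compounds were pin-transferred onto Tsg101 binding domain (10 uM final) in HEPES pH 7.5 buffer, then FITC-PTAP peptide was added at 50 nM final. After 20 min at RT, polarization reported peptide displacement across a qHTS concentration series.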
BCR signal inh = inhibitors of chronic active B-cell receptor signaling | Potency, µM (highest dose often 46.1 µM), for the others: at the top dose ratio change, negative = lower green/red ratio, actives largely listed as inhibitors | 340,000 tested, 0.05% active | ABC-DLBCL IkBa-CBG/CBR reporter, luminescence ratio, 4 h; active = well fitted inhibition curve with a large enough effect in the signal ratio, with a control signal flat, not every such curve was filed as active; inconclusive = small, poorly fitted or top-dose-only effect, or effect the other way, or a change in a side signal; the % refers to the signal ratio;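 also: potency is read from the fitted curve at half-maximal effect; plate controls were basal doxycycline-induced cells for no effect and cells given 10 µM MG132 for full effect; MG132 reads +100%, hits lower the ratio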
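Cell line TMD8 (human ABC DLBCL), stably expressing tet-inducible CBG68-IkBa fusion and CBR; IMDM/0.5% FBS; cpd up to 46 uM; dox induction, 4 h, 37C/5% CO2; dual luminescence; green/red ratio; MG132 control.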
ELG1 repair inh = blocks ELG1-dependent DNA repair in HEK293T cells; AID 504467; 330,000 tested, 2.3% active; HEK293T ELG1-luciferase reporter, luminescence, 16 h; DNA damage induced by 5-fluorouridine; Potency, µM (highest dose often 46.1 µM), for inactives: top-dose activity change, negative = inhibition, usual class: inhibitors; also: potency is read from the fitted curve at half-maximal effect; % is scaled to controls: 0 for no effect and ±100 for the full control effect; nearly all actives have a fitted effect of over 55% in size
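In this reporter screen, reduction of luminescence relative to DMSO vehicle indicated activity. Compounds and 5-fluorouridine were added together to 2,000 cells per well, incubated for 16 hr at 37 °C, then developed with ONE-Glo.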
ASM inhibitor = human S-ASM enzyme inhibition. Potency, µM (series often up to 57.5 µM), inactives show at the top dose activity change, negative = inhibition, hits mostly inhibitors. 340,000 tested, 0.006% active. placental ASM, HMU-PC fluorogenic substrate, 60 min. P17405; also: potency is read from the fitted curve at half-maximal effect
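Steps: dispense placental human ASM, pin compound, wait 10 min at room temperature, add HMU-PC0 substrate at 9 uM final, incubate 60 min at 37 °C, add stop solution raising pH to 10, read fluorescence.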
* hit, by the source's call; ? = inconclusive; / = not tested or not shown; [ ] = dose if it differs, or a comment. Unless noted, calls follow the shape of the dose curve; as a rule, active = well fitted curve in the direction sought with a large enough effect; inconclusive = small, poorly fitted or top-dose-only effect, or another doubt; inactive = no such curve, though single readings can be large; an effect the other way counts as inactive or inconclusive.

Compound	ELG1 repair inh	BCR signal inh	AT treatment	Eya2 phos inh	Tb PFK block	ASM inhibitor	TCR activator	a7 integrin act	TSG101-PTAP inh	TSHR antag	Mito fusion yeast
N#Cc1c(C(F)(F)F)cc(-c2ccc(Cl)c(Cl)c2)nc1SCCN1CCOCC1	-3%	3%	-8%	0%	5%	-2%	/	-6%	/	-7	-4%
Cc1cc(C)c2c(n1)nn1c(C)c(CCC(=O)NCc3ccco3)c(C)nc21	?	0%	5%	3%	1%	212%[activator]	-7%[46.1 µM]	-13%	-1%	1	-6%
CC1(C)CC(=O)C(CC2=C(O)CC(C)(C)CC2=O)=C(O)C1	-1%	3%	-4%	-3%	-6%	0%	/	-21%	-9%	-5	2%
Cc1ccc(S(=O)(=O)NC(=O)Nc2ccc(C)cc2C)cc1	17%	?	-2%	8%	2%	9%	0%	-18%	-1%	4	0%
COc1ccccc1NS(=O)(=O)c1ccc(NC(C)=O)cc1	2%	?	5%	11%	4%	-2%	/	4%[7.66 µM]	-3%	0	-5%
COc1ccc(NC(=O)COc2coc(CN3CCN(c4ccccc4)CC3)cc2=O)cc1	-9%	0%	6%	13%	17%	/	1%	2%	0%	4	0%
CCN1C(=O)Cc2cc(S(=O)(=O)NCCc3ccccc3)ccc21	1%	11%	5%	?	-1%	-2%	-1%	44%	-8%	40	8%
CC(=O)C[C@@H](O)CC(=O)[C@@H]1OC(=O)[C@H](C)C/C=C\Cc2ccccc21	16%	7%	-2%	7%	-2%	3%	-15%	24%	-3%	-12	/
CC(C)C[C@H](NC(=O)OC(C)(C)C)c1nnc(SCc2ccccc2)o1	-12%	29%	8%	-14%	4%	1%	-5%	-13%	-12%	-21	-8%
O=C(CN(c1ccccc1)S(=O)(=O)c1ccccc1)Nc1ccc(F)cc1	-2%	7%	6%	-8%	6%	4%	-4%	-27%	3%	-6	4%
COc1ccc(C2C(C(=O)N3CCN(c4ccccc4)CC3)c3ccccc3C(=O)N2C)cc1 (stereo not given)	21µM*	1%	7%	1%	2%	2%	-3%	3%	-4%	-5	-14%
O=Cc1ccc(-n2cccn2)cc1	-10%	0%	2%	12%	-6%	1%	4%	20%	-2%	-9	-2%
CCOC(=O)C(=CNc1ccc2c(c1)nnn2-c1ccc(Cl)cc1)C(=O)OCC	7%	-3%	-1%	-2%	0%	-8%	-7%[46.1 µM]	10%	1%	16	5%
CC(C)OCCCNC(=S)Nc1ccc2nc3n(c(=O)c2c1)CCCCC3	?	-1%	4%	-23%	0%	-3%	-5%	-16%	-1%	1	2%
CCOC(=O)c1cnc2c(Cl)cc(Cl)cc2c1NCCOCCO	18µM*	5%	4%	-4%	-15%	16%	2%	6%	-5%	-9	-3%
Cc1ccc(-c2c(C)n([O-])c3c([n+]2=O)CCCC3)cc1	6%	-1%	3%	9%	-2%	-1%	4%	0%	-1%	1	?
CCc1nnc(NC(=O)c2ccc(OC)cc2OC)s1	?	-26%	-3%	-13%	2%	-1%	-3%	1%	-10%	18	-6%
O=C1Nc2ccc([N+](=O)[O-])cc2OC1CCN1CCN(Cc2ccc3c(c2)OCO3)CC1 (stereo not given)	-25%	?	0%	6%	-4%	-2%	-3%	-37%	2%	-12	1%
O=C(NC1CCCc2ccccc21)c1cc(F)cc(F)c1 (stereo not given)	1%	0%	10%	-11%	-3%	-1%	1%	11%	-5%	-17	15%
N#CC1(C#N)C(c2ccccc2)OC23CCCCCC2C1(C#N)C(=N)O3 (stereo not given)	2%	14%	0%	-5%	0%	/	2%[46.1 µM]	-19%	2%	-9	1%
COc1ccc([C@H]2CC(=O)C=C(c3cccc(CO)c3)C2)cc1	-27%	-2%	-4%	-2%	2%	1%	-1%	18%	1%	14	9%
CN1CCN(S(=O)(=O)c2ccc(NC(=O)c3ccc(Br)s3)cc2)CC1	12%	-14%	2%	-5%	4%	-4%	-1%	11%	-4%	0	-16%
Cc1ccc(C)c(C(=O)CN2C(=O)NC3(CCC(C)CC3)C2=O)c1 (stereo not given)	-10%	0%	1%	-14%	10%	2%	5%[46.1 µM]	?	1%	4	8%
N=c1c(C(=O)NCc2ccco2)cc2c(=O)n3ccccc3nc2n1CCc1ccccc1	1%	6%	7%	-12%	2%	385%[activator]	-4%	-33%	-7%	-6	-2%
CC1CCC(NC(=O)c2ccc3snnc3c2)CC1 (stereo not given)	?	-6%	3%	1%	1%	2%	16%	-23%	8%	-2	-3%

The list continues:
Compound	ELG1 repair inh	BCR signal inh	AT treatment	Eya2 phos inh	Tb PFK block	ASM inhibitor	TCR activator	a7 integrin act	TSG101-PTAP inh	TSHR antag	Mito fusion yeast
CCCn1c(SCC(=O)Nc2ccc(Cl)cc2)n[nH]c1=O	?	-1%	2%	9%	-6%	3%	1%	-4%	1%	-3	0%
CSc1ccc(CN2C(=O)NC3(CCCCCC3)C2=O)cc1	?	8%	2%	5%	0%	-1%	13%	?	-3%	-2	1%
Cc1[nH]c2ccccc2c1/C=N/Nc1ccc([N+](=O)[O-])cc1	-18%	29%	1%	-14%	-4%	-29%	0%[46.1 µM]	-17%	1%	28	-1%
COC(=O)[C@H](CC(C)C)NC(=O)Cn1cnc(C(=O)Nc2ccc(C)c(C)c2)n1	?	-4%	-18%	6%	0%	1%	-2%[46.1 µM]	-6%	-2%	17	/
Cc1ccc(Cc2ccc(C(=O)NNC(N)=S)o2)cc1	2%	-1%	2%[11.5 µM]	4%	-10%	0%	4%	-32%	-4%	4	4%
CCC(C)(C)n1nnnc1C(c1ccccc1)N1CCc2ccccc2C1 (stereo not given)	-4%	1%	4%	2%	1%	1%	-2%	-3%	-2%	-1	2%
O=C(CNS(=O)(=O)c1cccs1)Nc1ccc2c(c1)OCCO2	?	-11%	14%	3%	-4%	1%	/	-18%	0%	24	-12%
CCCCOC(=O)n1c(SCC(=O)N(CC)CC)nc2ccccc21	?	-3%	6%	-8%	0%	-6%	-2%	-11%	-5%	-3	?
CCN1C(=O)[C@@H]2[C@@H](c3ccc(-c4ccc(Cl)c(Cl)c4)c(OC)c3)N3CCCC[C@@]3(C(=O)OC)[C@@H]2C1=O	-1%	0%	16%	1%	0%	-4%	-3%	21%	-3%	-5	3%
CCN(CC)S(=O)(=O)c1ccc2oc(C(=O)NCc3ccc(C)cc3)c(C)c2c1	?	?	4%	-8%	-2%	-8%	0%	25%	-4%	-4	10%
O=C(CCNC(=O)c1ccccc1)OCN1C(=O)c2ccccc2C1=O	-23%	5%	3%	6%	0%	-1%	3%	-8%	-4%	12	0%
O=C(CN1CCN(C2CCCCC2)CC1)c1ccc2cc[nH]c2c1	7%	?	5%	5%	-2%	22%	2%	-14%	-4%	2	-4%
CC(=O)Nc1ccc(-c2csc(NC(=O)Cc3cccc(F)c3)n2)cc1	18µM*	-7%	4%	7%	0%	0%	10%	2%	2%	-7	4%
O=C(O)COc1ccc(/C=N/n2c(COc3ccccc3)nc3ccccc3c2=O)cc1	?	15%	0%	4%	0%	15%	4%[46.1 µM]	0%	-2%	32	1%
COc1ccc(CN2CCCC(C(=O)c3ccc(SC)cc3)C2)cc1Cn1cccn1 (stereo not given)	?	-19%	4%	3%	0%	-3%	-3%	-53%[inhibitor]	-1%	-1	-4%
C=CCN1N=C(/C=C/c2ccccc2)CCC1=O	?	?	0%	?	2%	-2%	-8%	10%	-2%	3	1%
O=C(CN1C(=O)S/C(=C\C=C\c2ccccc2)C1=O)NC1CCS(=O)(=O)C1 (stereo not given)	?	?	-5%	0%	1%	1%	-1%	-8%	-5%	-1	-4%
